RPL19A TOR yeast: RPL19A-GFP expression modulators in yeast, primary screen, cell-based, S. cerevisiae, multiplex flow cytometry, MLPCN. percent response vs DMSO, % at 10 µM. hit rate 0.3% among 330,000. S. cerevisiae RPL19A-GFP strain, 3 h; stronger effect = lower value;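 active means percent response vs DMSO below 50%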;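 further: median channel GFP fluorescence of the barcoded RPL19A-GFP strain; ratio of sample median GFP to plate DMSO average so 100% = DMSO; lower means less RPL19A-GFP as with rapamycin TOR inhibition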
procasp7 counter: procaspase-7 activators, primary screen, counter-screen for procaspase-3 activator project, biochemical, absorbance, HTS, human | recombinant procaspase-7, Ac-DEVD-pNA absorbance 405 nm; D23A/D198A/D206A triple mutant, cannot self-cleave; scale: DMSO 0, 5 µM enzyme 100 | hit rate 0.093% among 330,000 | AID 463210, 2010 | activation, % at 8.5 µM;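 active means percent activation above the screen-wide mean plus 3 SD, cut at about 25% in these data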
Target sequence (P55210 whole entry D23A/D198A/D206A): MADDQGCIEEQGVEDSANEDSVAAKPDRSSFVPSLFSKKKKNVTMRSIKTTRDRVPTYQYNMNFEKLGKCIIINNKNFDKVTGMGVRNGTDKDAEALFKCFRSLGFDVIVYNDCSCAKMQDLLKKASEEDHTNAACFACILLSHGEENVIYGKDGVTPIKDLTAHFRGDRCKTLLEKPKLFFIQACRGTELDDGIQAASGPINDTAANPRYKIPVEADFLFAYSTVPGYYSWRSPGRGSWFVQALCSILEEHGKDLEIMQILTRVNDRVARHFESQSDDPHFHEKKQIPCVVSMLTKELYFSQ
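Test system: Procaspase-7 triple mutant (PC-7 D3A). Also added: Ac-DEVD-pNA substrate, 400 µM as added. Schedule: 1 h enzyme–compound preincubation and 2 h substrate reaction, both 25 °C. Signal: p-Nitroaniline absorbance at 405 nm, read at 0 and 120 min. Control set: low DMSO alone, high DMSO plus 5 µM PC-7.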
LAP4 TOR yeast: modulators of LAP4-GFP expression in yeast, primary screen, S. cerevisiae, multiplex flow cytometry, MLPCN library. hit rate 0.34% among 320,000. 3 h; median GFP as percent of DMSO wells. GFP response vs DMSO, % at 10 µM;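 active means GFP response vs DMSO above a set limit, about the screen mean plus 3 SD, cut at about 150% in these data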
AGP1-GFP MLPCN: modulators of AGP1-GFP expression in yeast TOR pathway, primary screen, cell-based, multiplex flow cytometry, S. cerevisiae, MLPCN library. 3 h; GFP as percent of DMSO wells. GFP response vs DMSO, % at 10 µM. hit rate 0.02% among 320,000;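 active means GFP response relative to DMSO above a set limit, near screen average plus 3 SD, cut at about 150% in these data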;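 further: median GFP channel fluorescence of the gated AGP1 strain per well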
AHR act: AHR activators, primary screen, cell-based, luminescence, luciferase reporter, human. Aryl hydrocarbon receptor (Homo sapiens), P35869. AHR-responsive luciferase reporter cells. activation, % at 5 µM. hit rate 2.5% among 320,000; in the data active means activation above about 47%;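 further: 0% = vehicle wells and 100% = reference agonist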
MEP2 TOR yeast: modulators of MEP2-GFP levels in yeast, primary screen, S. cerevisiae, multiplex flow cytometry, MLPCN library; S. cerevisiae MEP2-GFP strain, 3 h; 100% = DMSO control level; GFP response vs DMSO, % at 10 µM; hit rate 0.51% among 330,000; AID 2016, 2009;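 active means GFP response versus DMSO above a set limit, roughly screen mean plus 3 SD, cut at about 180% in these data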;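 further: median GFP fluorescence of the barcode-gated MEP2-GFP cells per well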
proCasp3 act: activators of human procaspase-3 D3A mutant, primary screen, biochemical, absorbance, PC-3 D3A mutant, single concentration; Caspase-3 (Homo sapiens), P42574; recombinant procaspase-3 D3A, Ac-DEVD-pNA absorbance 405 nm; activation, % at 8.5 µM; hit rate 0.11% among 330,000;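 active means activation above the mean of all tested compounds plus 3 SD, cut at about 21% in these data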;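 further: 0% = DMSO alone and 100% = DMSO wells spiked with extra 5 µM PC-3 D3A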
Target sequence (P42574 whole entry D9A/D28A/D175A): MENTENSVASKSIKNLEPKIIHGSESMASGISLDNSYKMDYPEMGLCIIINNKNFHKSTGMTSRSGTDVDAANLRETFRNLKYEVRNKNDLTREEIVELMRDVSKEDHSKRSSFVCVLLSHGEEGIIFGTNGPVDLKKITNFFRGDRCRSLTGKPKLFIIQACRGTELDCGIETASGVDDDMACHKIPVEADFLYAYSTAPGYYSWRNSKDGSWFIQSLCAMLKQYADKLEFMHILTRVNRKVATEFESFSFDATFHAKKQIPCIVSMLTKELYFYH
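Evaluation: percent activation relative to control range; Material: Procaspase-3 D3A mutant, all three cleavage aspartates alanine; Compound: single dose, 8.5 µM nominal compound, 0.8% DMSO; Replication: one well per compound; Signal: absorbance at 405 nm, 0 and 120 min; Schedule: 1 h preincubation plus 2 h reaction at 25 °C.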
CIT2 TOR yeast: modulators of CIT2-GFP expression in yeast, primary screen, S. cerevisiae, GFP fusion, multiplex flow cytometry, MLPCN library; hit rate 0.065% among 320,000; AID 2029, 2009; S. cerevisiae CIT2-GFP strain, 3 h; 100 means same as DMSO wells; GFP response vs DMSO, % at 10 µM;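 active means GFP response relative to DMSO above a set limit, near the screen mean plus 3 SD, cut at about 150% in these data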;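 further: ratio of well median GFP fluorescence to mean of DMSO wells on the plate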
Numbers without * were called inactive; & = joins results of further samples. Compounds as they come. Share with any hit: about 3.5%.

1	CC(C)NC(=O)Cn1c(SCC(=O)NC2CCCC2)nc2ccccc21
2	C=CCOc1cccc(/C=N/NC(=O)CN2CCCCC2)c1
3	Cc1ccc2cc(C3CC(c4ccco4)=NN3C(=O)CCCC(=O)O)c(Cl)nc2c1 (stereo unspecified)
4	CC(=O)c1c(C)nc(-c2ccccc2)nc1NC(=O)C(C)C
5	CC(C)(C)OC(=O)NCCCC[C@H](NC(=O)c1[nH]cnc1C(=O)Nc1ccccc1)C(=O)OC(C)(C)C
6	CCCNC(=O)C(=O)Nc1ccc2c(c1)N(S(=O)(=O)c1cccs1)CCC2
7	Cc1sc2nc(C(C)C)nc(SCC(=O)N3c4ccccc4CC3C)c2c1C (stereo unspecified)
8	O=[N+]([O-])c1ccc(COc2cccc(CNc3ccc(F)cc3)c2)cc1
entry no.	1	2	3	4	5	6	7	8
RPL19A TOR yeast	103	100	99	93	98	95	103	99
procasp7 counter	11	8	5	2	7	-1	5	7
LAP4 TOR yeast	103	108	108	98	106	113	96	101
AGP1-GFP MLPCN	109	105	113	97	90	109	100	97
AHR act	-1	7	0	15	21	3	5	0
MEP2 TOR yeast	106	110	97	107	94	99	93	103
proCasp3 act	-3	3	9	4	10	10	1	4
CIT2 TOR yeast	104	99	111	99	93	96	98	89

9	CN(C)S(=O)(=O)c1cccc(NC(=O)CSc2nc3ccccc3[nH]2)c1
10	CC(c1ccccc1)C1CC(=O)N(CC(=O)O)C1=O (stereo unspecified)
11	Cc1nc(C(=O)NC(C)C)nn1-c1cc(Cl)cc(Cl)c1
12	CCN1CCN(C(=O)c2ccccc2NC(=O)c2ccc(Cl)cc2)CC1
13	CC(C)NC(=O)C1CCN(C(=O)c2cc3sccc3n2Cc2ccc(F)cc2)CC1
14	CCOC(=O)c1cnc(SCC(=O)Nc2ccc(N3CCOCC3)cc2)nc1N
15	c1ccc2c(c1)[nH]c1c(N3CCC4(CC3)OCCO4)ncnc12
16	Cc1c(C(=O)N2CCOCC2)c(S(=O)(=O)Nc2ccc(Br)cc2F)c(C)n1C
entry no.	9	10	11	12	13	14	15	16
RPL19A TOR yeast	97	98	98	95	100	96	104	101
procasp7 counter	7	4	5	-1	2	2	-6	1
LAP4 TOR yeast	112	90	114	108	97	96	106	104
AGP1-GFP MLPCN	97	100	110	110	97	98	101	103
AHR act	0	0	-1	0	-2	1	66*	3
MEP2 TOR yeast	99	99	97	99	97	96	105	99
proCasp3 act	11	1	5	4	7	-2	6	2
CIT2 TOR yeast	96	104	99	97	102	103	97	108

17	Cc1ccc(C)c(N2CCN(CCCNC(=O)Cn3cc4c(n3)CCC(C)C4)CC2)c1 (stereo unspecified)
18	CC1C(=O)N2CCCc3cc(S(=O)(=O)NCc4ccc(Cl)cc4)cc1c32 (stereo unspecified)
19	N#Cc1ccc(OCc2noc(-c3ccsc3)n2)cc1
20	CCN(CC(=O)Nc1ccc(OC)cc1)CC(=O)Nc1sc2c(c1C(=O)OC)CCCC2
21	CCOc1ccc(N(CC(=O)NCc2ccc(F)cc2)C(=O)CCC(=O)Nc2nccs2)cc1
22	Cc1ccc(C)c(N(C(=O)Cc2cccs2)C(C(=O)NC2CCCC2)c2ccc(C)o2)c1 (stereo unspecified)
23	Cc1cc(C(=O)Nc2c(C)nn(Cc3c(Cl)cccc3Cl)c2C)no1
24	CCc1ccc(CN(C)CC(=O)Nc2ccccc2[N+](=O)[O-])cc1
entry no.	17	18	19	20	21	22	23	24
RPL19A TOR yeast	98	94	89	102	105	98	100	102
procasp7 counter	3	6	7	4	7	-1	-1	5
LAP4 TOR yeast	104	91	104	110	93	93	103	90
AGP1-GFP MLPCN	98	95	94	105	98	99	104	100
AHR act	-1	0	-4	1	3	1	3	7
MEP2 TOR yeast	106	106	99	105	104	102	107	100
proCasp3 act	10	-1	-1	10	3	-6	4	-3
CIT2 TOR yeast	96	95	84	103	97	100	103	97

In another format: results already given.
no. | compound | RPL19A TOR yeast | procasp7 counter | LAP4 TOR yeast | AGP1-GFP MLPCN | AHR act | MEP2 TOR yeast | proCasp3 act | CIT2 TOR yeast
6 | CCCNC(=O)C(=O)Nc1ccc2c(c1)N(S(=O)(=O)c1cccs1)CCC2 | 95 | -1 | 113 | 109 | 3 | 99 | 10 | 96
7 | Cc1sc2nc(C(C)C)nc(SCC(=O)N3c4ccccc4CC3C)c2c1C (stereo unspecified) | 103 | 5 | 96 | 100 | 5 | 93 | 1 | 98
8 | O=[N+]([O-])c1ccc(COc2cccc(CNc3ccc(F)cc3)c2)cc1 | 99 | 7 | 101 | 97 | 0 | 103 | 4 | 89
9 | CN(C)S(=O)(=O)c1cccc(NC(=O)CSc2nc3ccccc3[nH]2)c1 | 97 | 7 | 112 | 97 | 0 | 99 | 11 | 96
10 | CC(c1ccccc1)C1CC(=O)N(CC(=O)O)C1=O (stereo unspecified) | 98 | 4 | 90 | 100 | 0 | 99 | 1 | 104
11 | Cc1nc(C(=O)NC(C)C)nn1-c1cc(Cl)cc(Cl)c1 | 98 | 5 | 114 | 110 | -1 | 97 | 5 | 99
12 | CCN1CCN(C(=O)c2ccccc2NC(=O)c2ccc(Cl)cc2)CC1 | 95 | -1 | 108 | 110 | 0 | 99 | 4 | 97

More structures.
25	N#Cc1ncc(C(F)(F)F)cc1Sc1ccc(N)cc1
26	N#Cc1nc(-c2cccc(Cl)c2)oc1NCc1cccnc1
27	O=C(CSc1ccc([N+](=O)[O-])cc1)Nc1nnc(C2CC2)s1
28	O=C(CN(Cc1ccc(F)cc1)C(=O)CNS(=O)(=O)c1ccccc1)NCC1CCCO1 (stereo unspecified)
29	COc1ccccc1C(=O)ON=C1c2ccccc2-c2ccccc21
30	CCN(c1ccccc1)S(=O)(=O)c1ccc(OC)c(NC(=O)CNCCc2ccccc2)c1
31	O=C(CCCOc1ccc(Cl)cc1)Nc1ccc(N2CCOCC2)cc1
32	COc1ccc(S(=O)(=O)N(C)C2CCS(=O)(=O)C2)cc1OC (stereo unspecified)
entry no.	25	26	27	28	29	30	31	32
RPL19A TOR yeast	99	97	98	101	94	104	100	101
procasp7 counter	9	13	13	6	2	8	4	-4
LAP4 TOR yeast	96	89	106	92	108	109	108	94
AGP1-GFP MLPCN	99	98	104	98	91	106	103	102
AHR act	2	32	3	-3	5	-3	1	1
MEP2 TOR yeast	112	94	107	102	103	108	101	100
proCasp3 act	1	12	9	3	5	1	-4	-1
CIT2 TOR yeast	121	99	95	105	97	101	99	102

33	CCOc1ccc(S(=O)(=O)N(C)CC(=O)N2CCN(CC)CC2)cc1
34	CCOc1ccc(NS(=O)(=O)c2ccc(C(=O)NCc3cccnc3)cc2)cc1
35	C[C@H](CO)N1C[C@H](C)[C@@H](CN(C)C(=O)Nc2ccc3c(c2)OCO3)Oc2ccc(NC(=O)Nc3ccc4c(c3)OCO4)cc2C1=O
36	O=C(NC1Cc2ccccc2C1)c1cc(COc2cccc(C(F)(F)F)c2)on1
37	CC(C)(C)NC(=O)C(=O)NNC(=O)COc1ccccc1
38	CC(=O)Cc1nsc(Nc2cccc(C)c2)n1
39	CC(/C=C/c1ccccc1)=N/NC(=O)CNC(=O)c1ccc2c(c1)OCO2
40	O=S(=O)(c1cccc(C(F)(F)F)c1)N1CCN(CC(O)COCc2ccccc2)CC1 (stereo unspecified)
entry no.	33	34	35	36	37	38	39	40
RPL19A TOR yeast	101	99	86	98	97	103	102	98
procasp7 counter	9	10	-15	-1	6	1	11	4
LAP4 TOR yeast	89	105	80	88	81	111	99	95
AGP1-GFP MLPCN	99	107	86	95	94	110	97	91
AHR act	-1	1	1	0	3	9	9	-1
MEP2 TOR yeast	99	106	93	104	91	95	102	95
proCasp3 act	10	0	-8	0	3	8	-3	2
CIT2 TOR yeast	97	100	89	102	96	90	99	92

41	Cc1ccc(NC(=O)C2(S(=O)(=O)c3ccc(Cl)cc3)CC2)c(Br)c1
42	Cc1noc(C)c1C(=O)OCC(=O)NCCC1=CCCCC1
43	CCOC(=O)c1c(C=O)c2sc(C)cc2n1C
44	O=C(O)CSc1nnc(-c2cccc(S(=O)(=O)N3CCOCC3)c2)n1-c1ccc(F)cc1
45	COc1ccccc1CNC(=O)N[C@@H](Cc1ccccc1)C(=O)O
46	O=C(N/N=C/c1cccnc1)c1ccc2c(c1)OCCO2
47	CCOC(=O)/C=C/C(=O)Nc1cccc([N+](=O)[O-])c1
48	C=CCn1c(CCSCc2ccc(OC)c(C)c2)n[nH]c1=S
entry no.	41	42	43	44	45	46	47	48
RPL19A TOR yeast	100	107	94	103	97	103	95	98
procasp7 counter	-8	12	7	20	-5	-6	-18	-22
LAP4 TOR yeast	112	108	109	104	93	94	103	99
AGP1-GFP MLPCN	103	104	91	102	98	106	93	107
AHR act	2	0	2	0	0	17	2	1
MEP2 TOR yeast	97	104	97	107	99	104	86	100
proCasp3 act	-1	6	4	-6	5	10	-26	-25
CIT2 TOR yeast	95	102	95	98	104	103	85	103

49	CCCCC(=O)Nc1nn(CCC)c2nc3ccccc3cc12
50	CCCCNC(=O)c1cc2c(=O)n3cccc(C)c3nc2n(Cc2ccccc2)c1=N
51	COCCCN1C(=O)C(=O)/C(=C(/O)c2ccc(S(=O)(=O)N3CCCCC3)cc2)C1c1ccc(OC)cc1 (stereo unspecified)
52	CO/N=C/C=C1/N(C)c2ccccc2C1(C)C
53	COc1ccc(S(=O)(=O)N(C)CC(=O)NCCN2CCOCC2)cc1C
54	Cc1cc(S(=O)(=O)NCCCn2ccnc2)c(C)cc1Cl
55	COc1ccc(-c2nc(C#N)c(NC(C)c3ccccc3)o2)cc1OC (stereo unspecified)
56	NCc1ccc(S(N)(=O)=O)cc1
entry no.	49	50	51	52	53	54	55	56
RPL19A TOR yeast	97	100	105	96	102	104	96	98&107
procasp7 counter	20	-7	2	-3	1	1	2	0&-11
LAP4 TOR yeast	107	104	99	97	91	95	99	103&98
AGP1-GFP MLPCN	98	106	105	97	98	99	93	97&114
AHR act	47*	2	3	1	-2	13	28	-4&-1
MEP2 TOR yeast	94	108	120	94	101	111	105	97&107
proCasp3 act	-6	-7	-1	1	13	2	-6	5&10
CIT2 TOR yeast	96	99	104	105	95	98	95	90&110

57	CC(=O)N1CCc2cc(S(=O)(=O)CCC(=O)NCc3cccs3)ccc21
58	CCc1cccc(CC)c1-n1c(SCc2cc(=O)n3ccsc3n2)nnc1-c1cccnc1
59	CC(C)N1CC(C(=O)Nc2cccc([N+](=O)[O-])c2)CC1=O (stereo unspecified)
60	COc1ccc(/C=N/Nc2cc(N3CCCC3)nc(N3CCCC3)n2)cc1
61	CN=C(C)/C(C(=O)OC)=C(/O)c1ccccc1F
entry no.	57	58	59	60	61
RPL19A TOR yeast	104	102	97	101	103
procasp7 counter	-4	-5	-3	-8	2
LAP4 TOR yeast	103	107	90	97	104
AGP1-GFP MLPCN	103	110	94	97	97
AHR act	0	-6	-1	68*	2
MEP2 TOR yeast	99	105	97	103	110
proCasp3 act	-4	-4	6	2	2
CIT2 TOR yeast	104	98	99	100	95

Screening data: PubChem, several laboratories
